P. falciparum M1AAP = P. falciparum M1AAP inhibitors, biochemical, fluorogenic H-Leu-NHMec substrate, 1536-well (AID 1445); recombinant M1AAP, H-Leu-NHMec fluorogenic kinetic assay; higher % means a stronger effect; one-dose inhibition, % at 30 µM; IC50 in µM for titrated hits; 220,000 compounds, 0.42% hits;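 active = primary inhibition above the hit cutoff, then over 50% inhibition at one or more dose response concentrations, cut at about 23% in these data, passing the limit was not always enough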;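 note: plate controls were DMSO full reaction for no effect and no enzyme background for full effect; strong numbers were not always called active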
b-catenin transl = beta-catenin nuclear translocation modulation; 190,000 compounds, 0.3% hits; nuclear translocation activity, % at 5 µM; HeLa beta-catenin nuclear translocation, immunofluorescence imaging;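 active = nuclear translocation activity above 50% at 5 µM, with a well cell count of 50 or more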;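 note: per-cell ratio of nuclear to cytoplasmic median beta-catenin stain intensity; plate controls were DMSO negative control for no effect and GSK-3 inhibitor IX positive control for full effect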
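System: Human HeLa cells, endogenous beta-catenin | Compound dosing: 5 µM primary, 0.02–20 µM confirmation | Timing: 24 h compound exposure at 37°C, 5% CO2 | Measured by: Fluorescence imaging of beta-catenin antibody stain plus DAPI | Read-out basis: % activation of per-cell nuclear versus cytoplasmic median beta-catenin signal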
Dynein cargo inh = blocks dynein driven cargo transport along microtubules; 3617.4 mouse cells, GR-EGFP nuclear translocation imaging; test concentration mostly 20 µM; stimulated with dexamethasone, 1 µM; active compounds read low; z-score, hits read low; 220,000 compounds, 0.47% hits;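 active = plate z-score of nuclear minus cytoplasmic receptor signal below a set negative limit, without overly bright fluorescence or cell loss, cut at about -3.5 in these data, passing the limit was not always enough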;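 note: z-score of nuclear minus cytoplasmic ring GR-EGFP intensity difference per well; some compounds called inactive have numbers as strong as hits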
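Medium: Induction medium lacking tetracycline, stripped serum | Probe or stimulus: 1.0 µM final dexamethasone stimulus | Schedule: 48 h induction, then 1 h compound, then 30 min agonist, 37 °C | Signal: Automated 10x imaging of fixed Hoechst-stained cells | Evaluation: Per-cell GR-EGFP intensity, nucleus versus surrounding cytoplasmic ring, well-averaged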
Yfh1-off respiration = enhancers of respiration in Yfh1-depleted yeast, dose response, Friedreich's ataxia, plus single-dose screen (AID 1465) | S. cerevisiae Yfh1-off respiration, WST-1 reduction, 72 h; higher fold induction means a stronger effect | fold induction at 50 µM, or EC50 in µM where a hit was titrated | 220,000 compounds, 0.074% hits;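 active = fold induction of absorbance versus untreated yeast above a set limit, then at least 30% activation at any dose in follow-up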;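 note: activators that raise dye reduction in frataxin-depleted yeast; strong numbers were not always called active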
WT yeast gro inh = growth inhibition of WT yeast, mitochondrial fusion screen; mitochondrial fusion phenotypic screen, WT strain; inhibition, % at 10 µM; 190,000 compounds, 2.1% hits; AID 1362; in the data active = inhibition above about 58%; tested in S. cerevisiae
M17LAP inhibition = P. falciparum M17LAP inhibitors, primary screen, biochemical, fluorogenic H-Leu-NHMec substrate, 1536-well (AID 1619); recombinant M17LAP, H-Leu-NHMec fluorogenic kinetic assay; higher % means a stronger effect; inhibition, % at 30 µM; hits with a dose series show IC50 in µM; 220,000 compounds, 0.38% hits;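 active = compound inhibiting the enzyme by more than half at any dose during confirmatory dose-response retesting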;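 note: plate controls were full reaction with DMSO carrier for no effect and no enzyme background for full effect; strong numbers were not always called active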
T cell HTS = T cell immune modulation candidate; AID 2052; 2C CD8+ T cell-vesicle binding, flow cytometry; active compounds read low; calls only at 7 µM; 330,000 compounds, 0.068% hits;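 active = response, share of CD8 T cells binding vesicles, and their 90th percentile fluorescence all below set limits, cut at about 80% in these data, passing the limit was not always enough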
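System: murine 2C transgenic CD8+ T lymphocytes; also added: QL9-loaded Drosophila micro-vesicles; times: binding 1.5 h at 37 °C; measured by: flow cytometry, PE anti-B7-1 (FL2) versus Alexa647 anti-CD8 (FL8), PFA-fixed; control set: Peptide-free naked vesicles (low) and QL9 vesicles with 0.7% DMSO vehicle (high)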
Autophagy mod = modulators of autophagy; calls only at 10 µM (by protocol); MEF GFP-LC3 puncta imaging; test concentration mostly 10 µM; AID 463193; 190,000 compounds, 0.98% hits;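 active = percentage of spot-positive cells more than 3 SD above its plate mean, without a fluorescence outlier flag or 80% toxicity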;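 note: spot-positive cell cutoff set from DMSO-treated cells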
MT stabilize HCS = microtubule stabilizers in HeLa cells; HeLa tubulin immunostaining HCS, 24 h; share of cells brighter than vehicle mean+2SD; % tubulin-high responders, % at 10 µM; 200,000 compounds, 0.83% hits;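 active = plate Z-score above 3 for both tubulin-high and condensed-nucleus cell shares, with cell loss under 80%, at 10 µM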;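 note: anti alpha tubulin signal scored within the nucleus-defined area of each cell; some results filed as inactive read as strong as hits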
WT yeast gro inh mutant strain = recorded beside WT yeast gro inh, whose call it bears; inhibition, %; mitochondrial fusion phenotypic screen, mutant strain inhibition
Dynein cargo inh cytoplasmic EGFP = also measured in Dynein cargo inh; calls as there; z-score; measured here: cytoplasmic GR-EGFP intensity; active compounds read high
Dynein cargo inh nuclear GR-EGFP = also measured in Dynein cargo inh; calls as there; z-score; measured here: nuclear GR-EGFP intensity;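 lower value marks the stronger effect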
Dynein cargo inh cell count = recorded beside Dynein cargo inh, whose call it bears; z-score; measured here: cell count per field
b-catenin transl cell count 5 µM = also measured in b-catenin transl; calls as there; cell count; measured here: cell count, cytotoxicity flag
T cell HTS vesicle-bound % = second read-out of T cell HTS, no call of its own (marks repeat the call); double positive events, %; measured here: CD8+ vesicle-bound cell fraction;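 binding gate set so that unloaded-vesicle control wells show 10% double positive cells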
MT stabilize HCS Hoechst-high % = second read-out of MT stabilize HCS, no call of its own (marks repeat the call); % Hoechst-high responders; measured here: nuclear condensation Hoechst responders;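 share of cells brighter than vehicle mean plus two SD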
MT stabilize HCS cytotoxicity % = also measured in MT stabilize HCS; calls as there; toxicity, %; measured here: cytotoxicity by cell density;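 0% = mean cell density of plate MIN control wells and 100% = no cells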
Autophagy mod cell loss 18 h = also measured in Autophagy mod; calls as there; toxicity, %; measured here: cell loss, nuclei count;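 cell loss after 18 h compound exposure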
* hit, by the source's call; i = inactive; / = not tested or not shown.

smiles,T cell HTS vesicle-bound %,Yfh1-off respiration,T cell HTS,WT yeast gro inh mutant strain,Dynein cargo inh cell count,b-catenin transl,Dynein cargo inh nuclear GR-EGFP,Autophagy mod cell loss 18 h,Autophagy mod,MT stabilize HCS cytotoxicity %,b-catenin transl cell count 5 µM,MT stabilize HCS Hoechst-high %,WT yeast gro inh,P. falciparum M1AAP,Dynein cargo inh cytoplasmic EGFP,M17LAP inhibition,MT stabilize HCS,Dynein cargo inh
NS(=O)(=O)c1ccc(CCNC(=O)c2ccc3nc4ccc(Cl)cc4c(=O)n3c2)cc1,29,i,i,-15,0.46,-0.5,0.0012,11,i,7.9,1080,1.2,-8,9%,-0.0084,-10%,2.0,0.15
COc1ccc(/C=C/C(=O)Nc2cc(S(=O)(=O)N3CCOCC3)ccc2N2CCCC2)cc1OC,51,i,i,14,1.2,6.0,-0.2,7,i,6.9,1170,2.2,-7,10%,-0.33,-1%,4.5,-1.1
CCOC(=O)CSc1nc2cc(C(=O)NCc3ccco3)ccc2c(=O)n1-c1ccc(F)cc1,34,i,i,-3,/,-0.4,/,/,/,/,1044,/,-7,5%,/,13%,/,/
COc1ccc(C(=O)C2CCN(C(=O)c3ccco3)CC2)cc1,37,i,i,15,-0.39,-5.6,0.65,-11,i,11,834,2.5,18,5%,-0.18,-3%,4.6,0.87
Nc1nnnn1/N=C/c1cc([N+](=O)[O-])ccc1O,26,i,i,/,0.58,2.2,0.13,/,/,/,1251,/,/,11%,-0.22,39%,/,-0.92
CC(C)c1ccc(C2C(C#N)=C(N)Oc3c2oc(CO)cc3=O)cc1 (stereo unspecified),17,i,i,5,0.068,1.6,-0.44,-6,i,5.0,1035,2.6,-6,8%,-0.064,11%,2.4,-0.61
COc1cnn(-c2cc(Oc3ccc(C)cc3)ncn2)c(=O)c1Cl,53,i,i,-8,0.083,/,-0.17,-5,i,8.7,/,1.2,-2,3%,-0.28,5%,1.7,-0.35
CN(CC(=O)O)S(=O)(=O)c1cccs1,23,i,i,-2,-0.092,-2.3,-0.065,2,i,2.3,1175,1.2,-2,3%,-0.0059,-7%,3.8,0.52
CCOc1ccc(N2C(=O)CN(c3cccc4ccccc34)C2=S)cc1,30,i,i,10,-0.024,-1.0,-0.36,1,i,8.2,1135,2.5,-9,2%,-0.22,2%,3.4,-0.39
O=C(CC1CCCCC1)N1CCN(c2ccccn2)CC1,70,i,i,-10,0.87,-0.5,-0.27,8,i,3.1,1189,0.9,-4,3%,-0.2,8%,2.2,-0.51
CCOC(=O)Cn1cc(C(=O)C2CC2)c2ccccc21,14,i,i,-3,0.01,-7.9,-0.012,-9,i,5.9,982,4.4,-3,-2%,-0.31,1%,4.8,-0.37
Cc1nc2ccccc2nc1OCC(=O)NCC(F)(F)F,50,i,i,8,-1.1,/,0.37,23,i,0.1,/,2.7,5,3%,-0.086,-15%,3.6,1.9
Cc1ccc(-n2c(-c3ccccc3)c[nH]c2=S)cc1,24,i,i,15,-1.1,-2.1,0.97,3,i,4.4,1099,2.6,14,2%,-0.19,0%,3.1,1.1
CC(=O)N/C(=C\c1ccccc1)C(=O)OCC(=O)NC(C)C12CC3CC(CC(C3)C1)C2 (stereo unspecified),14,i,i,-6,-0.22,0.0,-0.09,6,i,8.7,947,1.9,10,3%,-0.26,1%,2.5,0.21
Cc1nc(Sc2ccccc2)c(C#N)cc1-c1ccccc1,45,i,i,6,/,/,/,6,i,6.0,/,1.2,-25,3%,/,-9%,1.0,/
COc1ccccc1N1CCN(C(CNS(=O)(=O)c2ccccc2)c2cccnc2)CC1 (stereo unspecified),27,i,i,-14,-1.1,/,0.56,7,i,9.9,/,1.2,-8,-9%,0.4,10%,1.3,0.33
CS(=O)(=O)N1CCC(C(=O)NCc2ccc(F)cc2Cl)CC1,42,i,i,-11,-1.1,/,1.6,12,i,5.9,/,1.6,-1,0%,-0.13,-3%,6.0,1.4
CC1CN(C(=O)Nc2cccc(C(F)(F)F)c2)CC(C)O1 (stereo unspecified),60,i,i,9,0.55,0.1,0.052,-6,i,5.3,1139,1.3,15,3%,-0.35,-1%,3.2,-0.38
S=C1NCN(Cc2ccccc2)CN1C1CCCCC1,28,i,i,11,0.95,-0.8,-0.34,6,i,7.1,1087,2.6,-3,1%,-0.15,5%,3.6,-0.6
O=C(c1cc2ccccc2oc1=O)N1CCN(Cc2ccc3c(c2)OCO3)CC1,48,i,i,-31,0.13,/,0.28,2,i,4.9,/,3.1,-8,-2%,0.13,8%,6.0,-0.009
CC1(C)Cc2nc3oc4c(NCc5ccccc5)ncnc4c3cc2CO1,23,/,i,-4,0.57,1.8,-0.068,3,i,11,1064,1.9,-7,-4%,-0.14,3%,2.5,-0.66
COCCNC(=O)C(C)OC(=O)c1cc2sccc2n1C (stereo unspecified),43,i,i,17,-0.24,-0.8,-0.26,-1,i,5.4,1074,1.4,-6,14%,-0.1,4%,2.7,-0.23
O=C(CSc1nccc(-c2cccs2)n1)Nc1ccc(F)c(Cl)c1,34,i,i,/,-0.32,-1.6,0.1,/,/,/,1137,/,/,10%,-0.21,9%,/,0.51
CC(Sc1nc2ccccc2[nH]1)C(=O)O (stereo unspecified),12,i,i,8,-1.1,4.2,0.4,-13,i,2.5,868,1.5,9,16%,0.028,5%,1.8,0.57
Oc1c(CN2CCCCC2)cc(Br)c2cccnc12,12,i,i,40,-1.3,3.1,0.0094,23,i,24,1004,1.5,42,2%,0.021,2%,7.5,-0.64
CCC1Oc2ccc(C)cc2N(CC(=O)NCCc2ccc(OC)c(OC)c2)C1=O (stereo unspecified),28,i,i,17,0.066,/,-0.14,3,i,3.6,/,2.6,18,/,-0.27,/,3.3,-0.48
CCn1c(CC(=O)Nc2ccc(Cl)c(Cl)c2)nnc1SCc1ccc(C)cc1,21,i,i,1,-0.23,-0.8,-0.43,-15,i,8.0,1190,1.6,3,4%,-0.15,2%,5.1,-0.6
C/C=C/C(=O)N1c2ccc(C)cc2C(C)=CC1(C)C,33,i,i,/,0.52,-0.1,-0.17,/,/,/,1225,/,/,7%,-0.78,1%,/,-0.65
CCC(NC(=O)c1ccccc1NC(=O)c1ccc(C)cc1)C(=O)O (stereo unspecified),22,i,i,12,0.52,0.1,-0.38,5,i,2.4,1182,1.6,11,5%,-0.042,9%,1.2,-1
COc1cccc(C2=NOC(C(=O)N3CCN(c4ccccc4)CC3)C2)c1OC (stereo unspecified),40,i,i,-6,-1.6,-3.0,0.89,/,/,9.7,1191,3.0,8,3%,0.0018,1%,2.7,0.85

smiles,T cell HTS vesicle-bound %,Yfh1-off respiration,T cell HTS,WT yeast gro inh mutant strain,Dynein cargo inh cell count,b-catenin transl,Dynein cargo inh nuclear GR-EGFP,Autophagy mod cell loss 18 h,Autophagy mod,MT stabilize HCS cytotoxicity %,b-catenin transl cell count 5 µM,MT stabilize HCS Hoechst-high %,WT yeast gro inh,P. falciparum M1AAP,Dynein cargo inh cytoplasmic EGFP,M17LAP inhibition,MT stabilize HCS,Dynein cargo inh
c1ccc(-c2cc3c(N4CCN(c5ccccc5)CC4)ncnc3s2)cc1,54,i,i,35,2.6,1.6,-0.61,0,i,9.2,1009,3.2,31,-7%,-0.094,-3%,2.0,-1.2
NNC(=O)c1ccc(Oc2cc(Cl)cc(Cl)c2)o1,6,i,i,/,1.1,-3.9,-0.39,/,/,/,1132,/,/,13%,-0.29,19%,/,-0.31
COc1ccccc1C(=O)Nc1ccc2c(c1)nc(CN1CCN(C(C)=O)CC1)n2C,14,i,i,3,-1,-1.3,0.28,-3,i,5.4,1102,2.4,-10,6%,-0.13,8%,4.1,0.88
COc1cccc(-c2cc(C(=O)NN3CCOCC3)c3ccccc3n2)c1,4,i,i,-8,0.16,/,-0.15,7,i,2.1,/,2.1,0,0%,-0.26,4%,2.6,0.033

Screening results deposited in PubChem by several laboratories.
